Compound activity (PubChem BioAssay)
LYP inhibition: inhibitors of LYP phosphatase, biochemical, fluorescence intensity, uHTS (AID 1779) | actives 0.054% (n = 290,000) | recombinant LYP phosphatase, fluorescence intensity; higher % means a stronger effect | one-dose inhibition, % at 11.5 µM; IC50 in µM for titrated hits | Tyrosine-protein phosphatase non-receptor type 22 (Homo sapiens); in the data active = inhibition above about 50%;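 note: plate controls were vehicle with enzyme for no effect and no enzyme for full effect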
Autophagy HCS: autophagy modulators in MEF cells, primary screen, imaging, high-content, MEF GFP-LC3 | MEF GFP-LC3 puncta imaging; test concentration mostly 10 µM | calls only at 10 µM (by protocol) | actives 0.98% (n = 190,000) | AID 463193, 2010;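 active = percentage of spot-positive cells more than 3 SD above its plate mean, without a fluorescence outlier flag or 80% toxicity; inconclusive = no clear call, values can overlap the other calls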;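 note: spot-positive cell cutoff set from DMSO-treated cells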
AID2073: inhibitors of Mint1-CaV2.2 protein interaction, biochemical, HTRF (AID 2073); Voltage-dependent N-type calcium channel subunit alpha-1B (Homo sapiens); HTRF protein-protein interaction, Mint1-CaV2.2; higher % means a stronger effect; inhibition, % at 20 µM; hits with a dose series show IC50 in µM; actives 0.19% (n = 290,000); in the data active = inhibition mostly above about 51%, no sharp cut-off; inconclusive = no clear call, values can overlap the other calls; inactive = mostly below about 53%; note: some results filed as inactive read as strong as hits
NTR1 agonist: agonists of NTR1, primary screen, imaging, U2OS cells, beta-arrestin-GFP, high content (AID 493036) | activation, % at 20 µM | Neurotensin receptor type 1 (Homo sapiens), P30989 | NTR1-U2OS beta-arrestin-GFP spot imaging, agonist mode | actives 0.17% (n = 330,000);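 active = activation at or above 40% of the spot to cytoplasm intensity ratio, with at least 20 cells analyzed; inconclusive = wells under 20 cells, flagged as cytotoxic or low count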;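 note: 0% = DMSO without peptide and 100% = 100 nM NTR1 peptide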
Target sequence (P30989 whole entry, looked up): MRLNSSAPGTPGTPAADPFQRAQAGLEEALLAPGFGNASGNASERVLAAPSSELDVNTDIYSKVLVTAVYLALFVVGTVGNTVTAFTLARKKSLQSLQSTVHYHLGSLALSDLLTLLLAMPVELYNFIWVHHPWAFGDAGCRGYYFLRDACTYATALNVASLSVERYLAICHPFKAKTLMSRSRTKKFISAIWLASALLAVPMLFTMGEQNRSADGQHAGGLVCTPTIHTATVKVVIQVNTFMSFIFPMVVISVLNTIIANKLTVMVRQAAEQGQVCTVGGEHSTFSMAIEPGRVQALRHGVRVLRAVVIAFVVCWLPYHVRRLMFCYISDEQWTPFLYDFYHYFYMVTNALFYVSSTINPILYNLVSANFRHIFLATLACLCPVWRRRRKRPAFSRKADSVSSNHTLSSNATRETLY
RSV CPE inhibition: RSV antiviral activity via CPE protection, HEp-2 cells, primary 10 µM value included (AID 2391). HEp-2 cells, RSV-induced CPE inhibition; higher % means a stronger effect. CPE inhibition, % at 10 µM; hits with a dose series show IC50 in µM. actives 0.13% (n = 310,000); in the data active = a potency from the dose series; inconclusive = CPE inhibition mostly from about 23% at the one dose, without a potency; inactive = the rest, 99 in 100 with CPE inhibition below about 21%; note: strong numbers were not always called active
WT yeast gro inh: growth inhibition of WT strain, primary screen, mitochondrial fusion inhibitor project, WT and mutant strains, chemical genetic. AID 1362, 2008. inhibition, % at 10 µM. mitochondrial fusion phenotypic screen. actives 2.1% (n = 190,000); in the data active = inhibition above about 58%; tested in S. cerevisiae
K1F lysis inhibition: inhibition of K1F phage lysis, E. coli UTI89, bacterial capsule biogenesis inhibitors, alamar blue (AID 488966); E. coli UTI89 K1F phage lysis, alamar blue, 2 h; higher % means a stronger effect; inhibition, % at 100 µM, or IC50 in µM where a hit was titrated; actives 0.02% (n = 340,000);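 active = phage lysis inhibition, versus mean bacterial control, above a set limit; inconclusive = no clear call, values can overlap the other calls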;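 note: capsule biogenesis inhibitors block K1F phage lysis so surviving cells raise fluorescence; higher fluorescence means more inhibition of phage lysis; actives were called in the ten point dose series up to 300 µM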
NS5 inhibitors: Dengue-2 NS5 methyltransferase inhibitors, primary screen, biochemical, confirmation dose response (AID 588689) | Genome polyprotein (Dengue virus type 2 (strain 16681-PDK53)) | Dengue-2 NS5 methyltransferase capping enzyme assay, biochemical; higher % means a stronger effect | inhibition, % at 25 µM; hits with a dose series show IC50 in µM | actives 0.3% (n = 340,000); in the data active = a potency from the dose series; inconclusive = inhibition above about 29% without an active follow-up result
GPR35 antagonists: GPR35 antagonists blocking zaprinast-driven arrestin recruitment, primary screen, imaging, U2OS, beta-arrestin-GFP, zaprinast agonist (AID 2058). one-dose inhibition, % at 10 µM; IC50 in µM for titrated hits. actives 0.052% (n = 290,000). U2OS GPR35 beta-arrestin-GFP translocation imaging, zaprinast antagonism; higher % means a stronger effect. G-protein coupled receptor 35 (Homo sapiens);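 active = inhibition of at least 50% with at least 30 cells and total cytoplasm GFP at most 10,000,000; inconclusive = under 30 cells or total GFP of 10,000,000 plus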
WT yeast gro inh mutant strain: second read-out of WT yeast gro inh, no call of its own (marks repeat the call); inhibition, %; mitochondrial fusion phenotypic screen, mutant strain inhibition
Autophagy HCS cell loss 18 h: further read-out of Autophagy HCS, marked with its call; toxicity, %; measured here: cell loss, nuclei count;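 cell loss after 18 h compound exposure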
NTR1 agonist cell count 20 µM: second read-out of NTR1 agonist, no call of its own (marks repeat the call); cell count; measured here: cell count, cytotoxicity flag
NS5 inhibitors pilot replicate: also measured in NS5 inhibitors; calls as there; inhibition, %; measured here: pilot screen replicate inhibition
* = called active by the depositor; i = inactive; ? = inconclusive; . = no result given; [ ] = remark or other dose. Not a hit list (roughly 2.6% active in at least one column).

SMILES	LYP inhibition	Autophagy HCS	Autophagy HCS cell loss 18 h	AID2073	NTR1 agonist	NTR1 agonist cell count 20 µM	RSV CPE inhibition	WT yeast gro inh	WT yeast gro inh mutant strain	K1F lysis inhibition	NS5 inhibitors	GPR35 antagonists	others
O=C(NCc1cccnc1)c1cn(CCc2ccccc2)nn1	3%	i	5	7%	1.5	44	1.1%	-17	-3	1.0%	-5%	-8%
COc1ccc(C2C3=C(CCCC3=O)Nc3c(-c4ccccc4)c(C)nn32)cc1 (centres undefined)	-8%	i	-3	38%	0.8	55	-3.0%	22	-11	-2.4%	-1%	21%
Cc1ccc(N(CC(=O)NC2CCCC2)C(=O)CCC(=O)Nc2ccccn2)cc1	-9%	.	.	6%	-0.4	41	2.1%	.	.	-0.3%	-5%	18%
CCOC(=O)C1=NNC(C(=O)c2ccccc2)C1c1ccc(Cl)cc1 (centres undefined)	1%	.	.	-2%	1.7	62	3.5%	.	.	-2.1%	4%	1%
COc1cccc(C(=O)NCCS(=O)(=O)NCc2ccco2)c1	.	.	.	.	-1.1	51	-0.6%	.	.	0.9%[50 µM]	3%	.
O=C1CSC(c2cccnc2)N1C1CCCCC1 (centres undefined)	-9%	i	8	3%	-2.3	65	1.4%	7	5	0.2%	-2%	-11%
CCCc1ccc(-c2ccc(F)c(N)c2)nc1	-1%	i	11	12%	-0.3	42	5.1%	25	14	0.6%	1%	5%
Cc1cccc(N2CCN(CCCNC(=O)c3ccc(NC(=O)C4=CSCCO4)cc3)CC2C)c1 (centres undefined)	-3%	.	.	-3%	-0.1	66	?	.	.	0.3%	-1%	-6%
O=C(Nc1ccc(N2CCCCC2)cc1)c1ccc(F)cc1F	-3%	.	.	-7%	-1.3	61	4.0%	.	.	-0.6%	-1%	17%
Cc1ccc(C)c(N2CCN(CCCNC(=O)Cn3cc4c(n3)CCCCC4)CC2)c1	-2%	i	-7	-6%	6.4	52	-2.8%	20	2	9.4%	4%	10%
CCOC(=O)c1c(NC(=O)CSc2n[nH]c(CNc3ccccc3)n2)sc(C)c1C	-1%	i	-8	3%	3.8	36	1.5%	2	2	-0.2%	-3%	4%
COc1cc(C(=O)N[C@H](C(=O)NC2CCCCCC2)C(C)C)cc(OC)c1OC	-11%	i	-4	-1%	0.8	66	2.2%	-23	-40	0.5%	2%	0%
COCCNC(=O)C(c1ccccc1)N(C(=O)Cn1nnc2ccccc21)c1cccnc1 (centres undefined)	-9%	i	2	-4%	-1.4	105	1.7%	-6	-70	1.0%	-2%	9%
COC(=O)c1ccccc1OCCOCCOc1cccc2cccnc12	-9%	i	8	15%	0.3	60	1.4%	-7	3	4.1%	-3%	16%
COc1ccc(N(/N=C2\Sc3ccccc3C2=O)C(C)=O)cc1	2%	i	1	7%	.	.	.	3	11	0.1%	-3%	-15%

Retrieved one by one from above (2):
SMILES	LYP inhibition	Autophagy HCS	Autophagy HCS cell loss 18 h	AID2073	NTR1 agonist	NTR1 agonist cell count 20 µM	RSV CPE inhibition	WT yeast gro inh	WT yeast gro inh mutant strain	K1F lysis inhibition	NS5 inhibitors	GPR35 antagonists	others
COc1cccc(C(=O)NCCS(=O)(=O)NCc2ccco2)c1	.	.	.	.	-1.1	51	-0.6%	.	.	0.9%[50 µM]	3%	.
O=C1CSC(c2cccnc2)N1C1CCCCC1 (centres undefined)	-9%	i	8	3%	-2.3	65	1.4%	7	5	0.2%	-2%	-11%

Remaining list, next part.
SMILES	LYP inhibition	Autophagy HCS	Autophagy HCS cell loss 18 h	AID2073	NTR1 agonist	NTR1 agonist cell count 20 µM	RSV CPE inhibition	WT yeast gro inh	WT yeast gro inh mutant strain	K1F lysis inhibition	NS5 inhibitors	GPR35 antagonists	others
CCN(CC)c1cc(Cl)nc(N)n1	0%	i	1	-2%	0.6	36	5.8%	0	-5	0.5%	-9%	28%
CCn1cc(CN2CCCC(C(=O)c3ccc(-c4ccccc4)c(F)c3)C2)cn1 (centres undefined)	2%	.	.	6%	2.4	53	-0.6%	.	.	0.1%	-4%	-7%
Cc1c(Cl)cnc(NC(=O)CSc2n[nH]c(N)n2)c1Cl	.	.	.	.	0.4	95	0.9%	.	.	0.4%[50 µM]	-4%	.
CC(NC(=O)C1CCC1)c1ccc2c(c1)OCO2 (centres undefined)	-4%	i	6	-6%	2.1	71	-0.7%	6	3	-0.6%	-4%	-12%
CCOc1ccccc1-c1nc(C(N)=O)c2[nH]c(=O)n(-c3ccccc3)c2n1	-1%	i	12	-3%	2.2	48	3.6%	-4	-19	0.3%	6%	-2%
Cc1ccc(NC(=O)CNC(=O)OCc2ccccc2)cc1C	-2%	i	-3	7%	-0.4	56	0.6%	1	-8	0.2%	-3%	-8%
Cc1onc(C(=O)NN)c1C(=O)Nc1ncc(C(F)(F)F)cc1Cl	-6%	i	7	-6%	0.0	38	1.4%	-28	-9	-0.1%	-13%	-4%
O=C(CCCNC(=O)c1ccc(Cl)cc1)Nc1cccc(F)c1	-9%	.	.	3%	0.2	44	1.5%	.	.	1.2%	2%	20%
CN(Cc1ccco1)C(=O)CN1C(=O)NC2(CCCCC2)C1=O	.	.	.	.	-0.8	54	4.7%	.	.	0.2%[50 µM]	-4%	.
COc1cc(/C=N/n2nnnc2N)cc(Cl)c1OC	.	.	.	.	0.8	49	8.4%	.	.	-0.1%	-7%	.
O=C(NCCN1CCOCC1)Nc1cccc(Cl)c1	-8%	i	-36	-11%	-1.5	55	1.0%	-8	-4	0.7%	-6%	-2%
O=S(=O)(Cc1cnc(Cl)s1)c1ccccc1	-6%	i	0	22%	0.4	42	-0.9%	-1	10	-0.1%	1%	6%
COC(=O)C1=C(C)N(c2cccc(Cl)c2)C(=O)C1	3%	i	-8	-2%	0.0	80	1.4%	-9	-7	1.1%	-2%	-12%
CC(=O)c1cccc(NC(=O)NNC(=O)c2ccc(Cl)cc2Cl)c1	2%	i	-1	6%	0.9	56	1.6%	1	8	-1.9%	-5%	1%
O=C(CCC(=O)NNC(=O)c1ccccc1[N+](=O)[O-])NCc1ccccc1	-9%	i	-1	4%	-0.6	31	-1.9%	-7	13	.	.	22%
Cc1oc(-c2ccc(Cl)cc2)nc1CN1CCCC(C(=O)NCc2ccccn2)C1 (centres undefined)	-2%	i	-4	-2%	-0.8	83	2.3%	-12	-1	1.0%	1%	12%	NS5 inhibitors pilot replicate=0.6
CCN1CCN(CCCNC(=O)c2ccc3c(c2)N(Cc2ccccc2)CCS3)CC1	-14%	.	.	30%	0.4	86	-1.1%	.	.	0.2%	-6%	18%
Cc1ccc(NC(=O)CS(=O)CC(=O)N(C(C)C(=O)NC2CCCCC2)C(C)(C)C)cc1 (centres undefined)	-6%	i	-5	-14%	0.5	35	-0.1%	-3	-3	-1.2%	-1%	10%
Fc1ccc(-c2cnn3c(-c4cccs4)ccnc23)cc1	-4%	i	23	14%	.	.	.	5	-1	-0.1%	10%	6%
O=C1CCc2cc(S(=O)(=O)N3CCN(c4ccc(F)cc4)CC3)cc3c2N1CC3	.	.	.	.	-1.5	34	-0.3%	.	.	1.4%[50 µM]	-4%	.
O=C(NCc1cccnc1)Nc1cccc(NC(=O)NCc2cccnc2)c1	-8%	i	24	-6%	-2.4	91	-1.2%	18	21	0.3%	-3%	15%	NS5 inhibitors pilot replicate=-3.8
COc1ccc(OC)c(-c2csc(NC(=O)C3=COCCO3)n2)c1	.	.	.	.	1.0	68	2.0%	.	.	1.1%[50 µM]	-1%	.
CCOc1ccc(NC(=O)CCC(=O)NNC(=O)COc2ccc(C)cc2Br)cc1	-8%	.	.	-1%	-0.2	50	1.5%	.	.	-0.1%	1%	15%
Nc1ncnc(Oc2cccc3cccnc23)c1[N+](=O)[O-]	-4%	i	-20	0%	0.2	54	-1.7%	-5	5	-0.4%	-8%	3%
Cc1noc(C)c1C(=O)Nc1nnc(CC(C)C)s1	-5%	.	.	-24%	-0.9	62	2.7%	.	.	0.2%	1%	12%
CCCN1CN(Cc2ccccc2)CNC1=S	0%	i	-13	1%	1.8	51	1.0%	-12	-2	0.0%	-2%	-6%
CCOc1cc2[nH]c(=S)n(CCN3CCC(C)CC3)c(=O)c2cc1OCC	2%	i	-1	-43%	1.8	67	-2.0%	-1	-24	-0.4%	-4%	0%
COc1cc(/C=N/NC(=O)CCC(=O)NC2CCCCC2)ccc1C	-4%	i	2	-1%	1.2	30	-0.1%	3	0	0.2%	-7%	-2%
COc1ccc2nc(-c3ccc(Cl)cc3)cc(C(=O)O)c2c1	-14%	.	.	5%	0.3	49	43%	.	.	-1.0%[50 µM]	-2%	6%
COc1ccc(CCNC(=O)c2ccnc(C(C)(C)C)c2)cc1OC	.	.	.	.	0.1	63	0.7%	.	.	6.8%	-8%	.
C[C@H](NC(=O)C1CCN(S(=O)(=O)c2ccccc2)CC1)C(=O)NCc1cccc(Cl)c1	-7%	.	.	8%	0.5	56	1.0%	.	.	0.2%	-5%	16%
O=C1NC(c2cccs2)Nc2ccccc21 (centres undefined)	-2%	i	-2	-1%	0.8	59	-0.4%	1	-4	0.0%	3%	22%
Cc1ccsc1/C=C(\C#N)C(=O)Nc1c(C)n(C)n(-c2ccccc2)c1=O	-3%	i	8	-2%	-2.4	71	0.2%	-8	2	0.2%	-9%	15%
CC(C)(C)C(=O)N1CCN(S(=O)(=O)c2ccc3c(c2)OCCCO3)CC1	.	.	.	.	0.5	67	9.4%	.	.	1.2%[50 µM]	6%	.
O=c1cc(Cl)c(-c2ccccc2)nn1Cc1ccc(Cl)cc1	1%	.	.	?	5.9	92	1.1%	.	.	-0.2%	-8%	-1%
CC(=O)Nc1sc2c(c1C#N)CCN(Cc1ccccc1)C2	-11%	.	.	-8%	-0.4	63	0.6%	.	.	0.5%	-3%	1%

Molecules shown so far containing a nitro group on carbon (two):
SMILES	LYP inhibition	Autophagy HCS	Autophagy HCS cell loss 18 h	AID2073	NTR1 agonist	NTR1 agonist cell count 20 µM	RSV CPE inhibition	WT yeast gro inh	WT yeast gro inh mutant strain	K1F lysis inhibition	NS5 inhibitors	GPR35 antagonists	others
O=C(CCC(=O)NNC(=O)c1ccccc1[N+](=O)[O-])NCc1ccccc1	-9%	i	-1	4%	-0.6	31	-1.9%	-7	13	.	.	22%
Nc1ncnc(Oc2cccc3cccnc23)c1[N+](=O)[O-]	-4%	i	-20	0%	0.2	54	-1.7%	-5	5	-0.4%	-8%	3%
